Source: PubChem BioAssay (several laboratories)
MT stabilizer – microtubule stabilizers in HeLa cells. HeLa tubulin immunostaining HCS, 24 h; share of cells brighter than vehicle mean+2SD. AID 2205. hit rate 0.83% among 200,000. % tubulin-high responders, % at 10 µM;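 active = plate Z-score above 3 for both tubulin-high and condensed-nucleus cell shares, with cell loss under 80%, at 10 µM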;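 note: anti alpha tubulin signal scored within the nucleus-defined area of each cell; some results filed as inactive read as strong as hits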
Ins promoter up – MIN6 insulin promoter up-regulation; hit rate 0.3% among 190,000; MIN6 insulin promoter-GFP reporter, high-content imaging; hits give high values; z-score at 5 µM;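 active = z-score above 3 at 5 µM with at least 500 cells counted in the well; inconclusive = wells under 500 cells, flagged as cytotoxic or low count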
T cell modulator – T cell immune modulation candidate; 2C CD8+ T cell-vesicle binding, flow cytometry; hits give low values; calls only at 7 µM; hit rate 0.068% among 330,000;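 active = response, share of CD8 T cells binding vesicles, and their 90th percentile fluorescence all below set limits, cut at about 80% in these data, passing the limit was not always enough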
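Material: 2C TCR transgenic mouse naive CD8+ T cells, MACS-purified. Also added: QL9-charged Drosophila Ld/ICAM-1/B7-1 vesicles. Timing: binding 1.5 h at 37 °C. Measured by: high-throughput flow cytometry with anti-B7-1 and anti-CD8 staining. Read-out: percent CD8+ FL2 mean versus row control. Controls: Unloaded micro-vesicles (low), QL9 vesicles with 0.7% DMSO (high).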
Dynein transport – dynein cargo transport inhibition | hit rate 0.47% among 220,000 | 3617.4 mouse cells, GR-EGFP nuclear translocation imaging; test concentration mostly 20 µM; stimulated with dexamethasone, 1 µM; hits give low values | AID 1381 | z-score, hits read low;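 active = plate z-score of nuclear minus cytoplasmic receptor signal below a set negative limit, without overly bright fluorescence or cell loss, cut at about -3.5 in these data, passing the limit was not always enough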;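 note: z-score of nuclear minus cytoplasmic ring GR-EGFP intensity difference per well; some compounds called inactive have numbers as strong as hits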
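Also added: dexamethasone, 1.0 µM final. Medium: tet-free, stripped-serum medium. Detection: fixed, Hoechst-stained cells imaged at 10x for EGFP. Read-out: nuclear-to-cytoplasmic GR-EGFP distribution per well. Times: induction 48 h, compound 1 h, agonist 30 min.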
Myeloid diff MLP – compounds promoting myeloid differentiation; ER-HoxA9 myeloid progenitors, lysozyme-GFP differentiation, flow cytometry; calls only at 10 µM; hit rate 1% among 360,000;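 active = normalized GFP-positive differentiation at or above the plate's own cutoff, the solvent-only control mean plus 3 SD; inconclusive = no clear call, values can overlap the other calls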;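 note: cells exposed to compound for four days before flow analysis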
TNAP activation fold – human TNAP enzyme activators, primary screen, biochemical, luminescent, no phosphate acceptor, uHTS (AID 1001) | hit rate 0.03% among 200,000 | activation fold at 20 µM; hits with a dose series show EC50 in µM | purified TNAP, luminescent activation assay, no phosphate acceptor; higher activation fold means a stronger effect; in the data active = activation fold from about 3, or a potency from the dose series; inactive = the rest, 99 in 100 with activation fold below about 1.6; note: many of its hits are not listed in these tables
PMI inhibitors – inhibitors of human PMI, primary screen, biochemical, fluorescence intensity, coupled assay (AID 1209); one-dose inhibition, % at 20 µM; IC50 in µM for titrated hits; hit rate 0.42% among 190,000; purified PMI enzyme, coupled fluorescence intensity; higher % means a stronger effect; in the data active = inhibition above about 50%;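 note: plate controls were DMSO vehicle for no effect and wells lacking substrate for full effect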
Lipid droplet – modulators of hepatic lipid droplet formation. AID 1656. hit rate 0.4% among 240,000. AML12 mouse hepatocytes, oleate lipid droplets, BODIPY imaging. inhibition, % at 6.5 µM;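 active = lipid droplet intensity inhibited by at least 50%, with more than 500 cells counted; inconclusive = wells with under 300 cells, treated as cytotoxic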
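Material – mouse AML12 hepatocyte cell line, fixed after treatment · Compound dosing – one dose, 6.5 µM compound · Times – compound with oleate, overnight · Measured by – Image-based BODIPY and DAPI two-channel analysis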
b-catenin transl – modulators of beta-catenin nuclear translocation. HeLa beta-catenin nuclear translocation, immunofluorescence imaging. AID 1665. nuclear translocation activity, % at 5 µM. hit rate 0.3% among 190,000;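 active = nuclear translocation activity above 50% at 5 µM, with a well cell count of 50 or more; inconclusive = wells under 50 cells across six images, flagged as toxic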;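 note: per-cell ratio of nuclear to cytoplasmic median beta-catenin stain intensity; plate controls were DMSO negative control for no effect and GSK-3 inhibitor IX positive control for full effect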
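System: Human HeLa cells, endogenous beta-catenin | Compound dosing: 5 µM primary, 0.02–20 µM confirmation | Timing: 24 h compound exposure at 37°C, 5% CO2 | Measured by: Fluorescence imaging of beta-catenin antibody stain plus DAPI | Read-out basis: % activation of per-cell nuclear versus cytoplasmic median beta-catenin signal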
Dynein transport cytoplasmic EGFP – recorded beside Dynein transport, whose call it bears; z-score; measured here: cytoplasmic GR-EGFP intensity; hits give high values
Dynein transport nuclear GR-EGFP – also measured in Dynein transport; calls as there; z-score; measured here: nuclear GR-EGFP intensity;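 lower value marks the stronger effect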
Dynein transport cell count – recorded beside Dynein transport, whose call it bears; z-score; measured here: cell count per field
Ins promoter up cell count – also measured in Ins promoter up; calls as there; cell count; measured here: cytotoxicity, nuclei count;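 total cells summed across four imaged fields per well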
Lipid droplet cells 6.5 µM – further read-out of Lipid droplet, marked with its call; cell count; measured here: cell count, cytotoxicity flag;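 cells counted across two imaged fields per well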
b-catenin transl cell count 5 µM – recorded beside b-catenin transl, whose call it bears; cell count; measured here: cell count, cytotoxicity flag
T cell modulator vesicle-bound % – recorded beside T cell modulator, whose call it bears; double positive events, %; measured here: CD8+ vesicle-bound cell fraction;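 binding gate set so that unloaded-vesicle control wells show 10% double positive cells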
MT stabilizer Hoechst-high % – further read-out of MT stabilizer, marked with its call; % Hoechst-high responders; measured here: nuclear condensation Hoechst responders;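 share of cells brighter than vehicle mean plus two SD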
MT stabilizer cytotoxicity % – further read-out of MT stabilizer, marked with its call; toxicity, %; measured here: cytotoxicity by cell density;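 0% = mean cell density of plate MIN control wells and 100% = no cells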
Myeloid diff MLP GFP+ MAC1+ % – also measured in Myeloid diff MLP; calls as there; GFP+ MAC1+ double positive, %; measured here: differentiation confirmed by MAC1 staining
Numbers without * were called inactive; i = inactive; u = inconclusive; x = no result given. Rows were taken by chance; overall some 3% were active at least once.

Every second line gives: b-catenin transl cell count 5 µM	PMI inhibitors	MT stabilizer Hoechst-high %	TNAP activation fold	Lipid droplet	Dynein transport nuclear GR-EGFP	Dynein transport cell count	T cell modulator	MT stabilizer cytotoxicity %	Myeloid diff MLP	Dynein transport cytoplasmic EGFP	Lipid droplet cells 6.5 µM	b-catenin transl	Ins promoter up	MT stabilizer	Myeloid diff MLP GFP+ MAC1+ %	T cell modulator vesicle-bound %	Ins promoter up cell count	Dynein transport
> CCOCC(=O)Nc1ccc(S(=O)(=O)Nc2ncccn2)cc1
 : 938	1%	2.0	1.1	3	-0.7	-0.19	i	5.7	i	-0.26	803	1.0	1	3.7	0.5	41	1138	-1.1
> CCCCCn1ccc(=N)cc1
 : 784	2%	1.9	1.1	x	-0.1	-0.17	i	3.4	u	-0.23	x	2.5	-6.3	3.4	x	39	672	0.11
> COc1ccc2c(c1OC)C(=O)N1c3cccc(Cl)c3C(=O)OC21 (stereo not drawn)
 : 841	-9%	1.9	1	x	0.22	0.35	i	2.0	i	-0.25	x	-0.4	0.05	4.9	1.9	8	1460	0.052
> O=C(CC1CCCCC1)NCCCN1CCOCC1
 : 851	-8%	1.7	1.1	x	-0.19	0.57	i	6.2	i	-0.21	x	-3.2	1.9	1.7	2.4	46	1149	0.011
> CC1(C)CC(NC(=O)C(Cl)(Cl)Cl)CC(C)(C)N1
 : 983	-8%	2.8	1.2	-2	-0.27	0.31	i	3.2	i	-0.28	624	-1.2	0.04	3.8	0.4	56	1326	0.32
> CCN1CCN(c2cc(C)c3cc(NC(=S)N4CCCC4)ccc3n2)CC1
 : 1130	0%	2.1	1.1	3	-0.07	0.97	i	6.6	i	-0.31	683	-4.5	-1.4	7.8	1.9	31	1248	-0.85
> CCOc1ncccc1C(=O)OCc1ccccc1
 : 961	-3%	2.1	1.1	4	-0.17	0.03	i	3.4	i	-0.3	701	-0.6	0.26	8.5	0.6	46	1282	0.28
> Cn1c(=O)c(S(=O)(=O)C(C)(C)C)c(O)c2ccccc21
 : 1006	-22%	1.9	1.2	-4	0.83	-1.8	i	2.7	i	-0.2	587	-1.2	0.17	3.3	0.8	55	1426	0.66
> Cc1cccc(OC(=O)c2ccncc2)c1C
 : 1132	-7%	1.0	1.2	-9	-0.34	0.94	i	7.0	i	-0.32	687	-5.3	0.78	5.6	0.3	7	1582	-0.77
> NC(=S)NNC(=O)COc1ccccc1O
 : 1360	x	x	x	0	0.27	-0.077	i	x	i	-0.22	679	0.0	-0.12	x	0.2	51	1033	-0.62
> CN1CCN(CC(=O)Nc2cc(N3CCOCC3)ccc2[N+](=O)[O-])CC1
 : 1138	38%	2.2	0.9	12	0.75	-1.1	i	2.6	i	-0.14	641	0.2	x	2.0	0.0	35	x	0.76
> O=C(/C=C/c1ccccc1)Nc1ccc(C(=O)N2CCCCC2)cc1
 : 939	16%	1.8	1	3	-0.45	0.77	i	4.6	i	-0.085	729	1.2	0.11	2.2	0.2	63	1418	-0.75
> CCc1ccc(C(=O)CN2C(=O)NC(C)(CCc3ccccc3)C2=O)cc1 (stereo not drawn)
 : 1090	12%	3.0	1.1	-12	0.1	-0.35	i	7.3	i	-0.24	563	1.0	0.26	3.9	1.7	19	1514	-0.18
> COc1cc(OC)cc(C(=O)NCCC(=O)NCCc2ccc(OC)c(OC)c2)c1
 : 1085	5%	0.9	1.1	7	0.29	-0.082	i	5.8	i	-0.25	595	-4.0	0.08	1.1	1.1	60	1539	0.088
> COc1ccc(C[C@H]2CN3C(=NC[C@@H]3Cc3ccc(O)cc3)N2CCNC(=O)c2ccc(C)c(Br)c2)cc1
 : 1140	10%	2.3	1.3	-19	0.36	-0.51	x	0.6	i	-0.097	570	-1.3	-2.8	4.8	0.5	x	894	0.064
> CC12/C(=N/O)C3C4CC5C3/C(=N/O)C1C5C42 (stereo not drawn)
 : 1277	11%	2.8	1.1	1	0.17	0.22	i	7.9	i	-0.21	709	-9.4	-0.26	3.4	7.2	21	1184	-0.11
> CCCc1nnc(NC(=O)Cn2c(=O)oc3ccccc32)s1
 : 1003	22%	22	1.1	0	1.4	-1.1	i	98	i	-0.23	690	-0.4	0.99	7.0	1.7	22	1896	1.2
> CN(C)NC1CCS(=O)(=O)C1 (stereo not drawn)
 : 1047	-6%	1.6	1	0	0.11	-0.61	i	8.5	i	-0.22	531	-0.4	0.86	3.4	1.0	16	1820	0.49
> Cc1ccc(C)c(NC(=O)C2=CCN(S(=O)(=O)c3ccc(F)cc3)CC2)c1
 : 531	-12%	2.6	1.1	-9	2	-1.7	i	12	i	0.38	746	-3.6	0.22	4.1	1.5	44	1251	1.2
> CCOC(=O)c1sc(-c2ccccc2)cc1NC(=O)c1ccc(S(=O)(=O)N(CCOC)CCOC)cc1
 : 915	19%	3.0	1	-10	-0.44	0.74	i	4.8	i	-0.33	701	-0.6	0.12	6.4	0.3	20	1285	-0.15
> COc1ccccc1NC(=O)CSc1nc2ccccc2c(=O)n1CCNC(C)=O
 : 1444	4%	1.8	1.1	x	-0.074	0.32	i	8.2	i	-0.35	x	-0.1	-0.35	5.7	0.6	23	1327	-0.29
> COc1ccc(C(=O)CN2C(=O)c3ccccc3S2(=O)=O)cc1
 : 1270	x	x	x	-9	-0.014	-0.42	i	x	i	-0.23	612	0.6	0.03	x	0.5	41	1066	0.16
> Cc1ccc(NC(=O)CC2NCCNC2=O)cc1Cl (stereo not drawn)
 : 1504	-2%	2.8	1.1	-5	-0.51	0.092	i	5.0	i	-0.21	472	-0.4	x	3.3	0.5	8	x	-0.74
> O=C(NNC1CC(=O)N(c2ccccc2)C1=O)c1ccc(COc2ccccc2Cl)o1 (stereo not drawn)
 : 1010	-1%	1.8	1.2	-6	0.00094	-0.87	i	5.2	i	-0.27	606	-2.1	0.36	3.3	0.2	52	1388	0.22
> Cc1noc(C)c1CSc1nnc(-c2ccccc2)n1Cc1ccco1
 : 870	3%	2.2	1	x	-0.28	0.33	i	1.4	i	-0.036	x	-3.6	0.44	2.6	0.2	35	1315	-0.66
> COc1cc(C(=O)Nc2ccc3c(c2)OCO3)ccc1-n1cnnn1
 : 1023	6%	1.7	1.2	x	1.7	-1.5	i	6.8	i	-0.18	x	-4.9	-1.2	5.5	3.1	12	1370	1.2
> CCOC(=O)c1c(NC(=O)CSc2nncs2)sc(C)c1C
 : 1322	-2%	1.8	1.1	x	-0.38	-0.051	i	3.3	i	-0.22	x	3.4	-1.2	2.2	0.7	54	1593	0.044
> CCc1ccc2c(c1)C(c1ccncc1)=NNC(c1ccccc1)=N2
 : 1579	-3%	1.2	1.1	-43	-0.25	1.3	i	4.7	i	-0.28	710	0.5	0.06	2.5	0.2	30	1428	-0.63
> O=C(c1ccco1)N1CCN(S(=O)(=O)/C=C/c2ccccc2)CC1
 : 1078	-4%	3.2	1.1	4	0.89	-0.19	i	7.6	i	-0.33	690	-2.6	0.81	3.5	0.3	41	1285	1.4
> O=C(Nc1cccc2c1C(=O)NC2=O)c1cccnc1Cl
 : 1061	2%	3.4	1	3	-0.91	-0.048	i	9.0	i	-0.18	699	3.2	0.09	1.6	0.8	27	1258	-1.4
> O=C(c1ccccc1)N1CCC(O)(c2ccc3c(c2)OCO3)CC1
 : 899	-7%	2.9	1	0	-0.98	1.2	i	4.9	i	-0.27	717	1.5	-0.02	3.9	0.6	16	1219	-1.4
